# OXTR potentiator – human OXTR potentiation | P30559 | CHO-OTR cells, Fluo-8 calcium fluorescence, potentiator mode; 0% = oxytocin EC15, 100% = EC100 | activation, % at 3 µM | 320,000 tested, 0.061% active | AID 2445;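 active = activation above that plate's cutoff, the mean activation of tested compounds plus 3 SD, cut at about 6.6% in these data, passing the limit was not always enough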;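 also: 100% uses oxytocin at 75 nM as the full agonist control; some results filed as inactive read as strong as hits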
# Target sequence (P30559 whole entry, looked up): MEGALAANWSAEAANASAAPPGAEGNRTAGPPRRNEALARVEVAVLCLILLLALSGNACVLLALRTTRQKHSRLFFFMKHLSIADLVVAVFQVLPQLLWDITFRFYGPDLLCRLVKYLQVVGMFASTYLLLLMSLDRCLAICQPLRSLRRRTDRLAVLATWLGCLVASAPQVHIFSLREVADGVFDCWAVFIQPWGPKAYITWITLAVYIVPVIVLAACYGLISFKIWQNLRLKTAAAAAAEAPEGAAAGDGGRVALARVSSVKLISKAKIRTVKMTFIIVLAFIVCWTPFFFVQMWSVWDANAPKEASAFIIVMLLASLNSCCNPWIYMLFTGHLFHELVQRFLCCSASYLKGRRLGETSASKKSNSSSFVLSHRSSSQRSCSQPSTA
#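 test system = CHO-OTR cells, human receptor | compound = single-point 3.0 µM | schedule = 6 min compound pre-incubation at room temperature, 100 s kinetic read | signal = Fluo-8 no-wash calcium dye fluorescence, excitation 470-495 nm, emission 515-575 nm | repeats = single well per compound, singlicate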
# CHO-K1 Ca PAM – counter-screen for M1 PAMs: effect in parental CHO-K1 cells. ATP EC20, Fluo-8 calcium fluorescence; 0% at ATP EC20, 100% at ATP max. 360,000 tested, 0.02% active. AID 602247. activation, % at 3 µM;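 active = activation above the run cutoff, the mean activation of all test compounds plus 3 SD, cut at about 40% in these data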;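 also: peak over basal fluorescence ratio in a 140 s read after ATP addition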
# M1 ag parental – counter-screen for M1 agonists: effect in parental CHO-K1 cells; Fluo-8 calcium fluorescence; scaled to maximal ATP response, vehicle zero; activation, % at 3 µM; 360,000 tested, 0.48% active; AID 602248; in the data active = activation above about 15%;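 also: untransfected CHO-K1 host cells lacking M1 receptor as counterscreen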
# V1aR counter – V1a receptor agonism, counter-screen for OXTR agonists; CHO-V1R cells, Fluo-8 calcium fluorescence, agonist mode; 0% DMSO, 100% 3 nM vasopressin; P37288; AID 2797; 320,000 tested, 0.25% active; activation, % at 3 µM;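 active = activation above the mean activation of all tested compounds plus 3 SD, per screening run, cut at about 20% in these data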;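 also: signal is peak over basal fluorescence ratio across a 100 second FLIPR read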
# Target sequence (P37288 whole entry, looked up): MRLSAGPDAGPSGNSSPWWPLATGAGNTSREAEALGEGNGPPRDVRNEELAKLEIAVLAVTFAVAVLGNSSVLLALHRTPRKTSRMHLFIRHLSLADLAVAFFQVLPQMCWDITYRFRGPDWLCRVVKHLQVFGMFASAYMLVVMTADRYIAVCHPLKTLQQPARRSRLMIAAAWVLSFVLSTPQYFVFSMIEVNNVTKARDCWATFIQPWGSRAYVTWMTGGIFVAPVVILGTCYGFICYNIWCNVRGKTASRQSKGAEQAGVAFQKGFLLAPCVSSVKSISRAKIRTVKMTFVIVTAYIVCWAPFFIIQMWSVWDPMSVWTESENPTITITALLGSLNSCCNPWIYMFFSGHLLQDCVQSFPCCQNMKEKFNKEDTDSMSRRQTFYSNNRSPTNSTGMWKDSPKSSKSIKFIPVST
# CHO-K1 Ca antag – counter-screen for M1 antagonists: effect in parental CHO-K1 cells; ATP-induced calcium, Fluo-8 fluorescence; 360,000 tested, 0.6% active; inhibition, % at 3 µM;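 active = inhibition above a per-plate cutoff, the plate's mean sample inhibition plus 3 SD, cut at about 24% in these data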;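 also: 0% = DMSO plus EC80 ATP and 100% = DMSO alone without ATP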
# TAAR1 antagonist – antagonists of human TAAR1; AID 624466; inhibition, % at 3 µM; 360,000 tested, 1.5% active; Q96RJ0; CHO RD-HGA16 TAAR1, Fluo-8 calcium fluorescence, antagonist;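 active = inhibition above a per-plate cutoff, the mean inhibition of test compounds on that plate plus 3 SD, cut at about 49% in these data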;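 also: 0% = DMSO plus EC80 beta-PEA response and 100% = DMSO alone without agonist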
#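 Test system: hTAAR1-expressing CHO RD-HGA16 cells, Gα16-coupled; Probe or stimulus: EC80 β-phenethylamine stimulus; Compound dosing: single nominal final test compound concentration of 3 µM; Timing: 140 s kinetic read after compound, 140 s after agonist; Signal: Fluo-8 calcium-sensitive fluorescence; Measure: % inhibition of agonist calcium response; Controls: DMSO and EC80 PEA controls.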
# TAAR1 agonist – human TAAR1 agonism. Q96RJ0. CHO RD-HGA16 TAAR1, Fluo-8 calcium fluorescence; vehicle wells 0%, saturating PEA agonist 100%. activation, % at 3 µM. 360,000 tested, 0.99% active. AID 624467;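 active = activation above the mean activation of all test compounds in the run plus 3 SD, cut at about 38% in these data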
#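 Repeats: no replicates (n 1) | Material: CHO-derived RD-HGA16 cells with stable Gα16 and human TAAR1 | Technique: Kinetic Fluo-8 calcium fluorescence | Schedule: 17-24 h seeding, 75 min 37 °C dye, 30 min RT | Evaluation: % activation from peak over basal fluorescence ratio, DMSO-to-PEA scaled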
# CHRM1 agonist – activates human CHRM1 receptor; AID 588814; activation, % at 3 µM; P11229; 360,000 tested, 0.33% active; CHO-K1 hM1, Fluo-8 calcium fluorescence, agonist mode; 0% DMSO, 100% acetylcholine EC100;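 active = activation above the run's mean compound activation plus 3 SD, cut at about 16% in these data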;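 also: peak over basal fluorescence ratio within a 140 s kinetic read after compound addition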
# CHO parental Ca – signal in parental CHO cells, OX1R antagonist counter-screen; parental CHO-K1, ATP-induced calcium, Fluo-8 fluorescence; inhibition, % at 5.6 µM; 330,000 tested, 0.63% active; AID 463079;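 active = inhibition above that plate's mean sample inhibition plus 3 SD, cut at about 26% in these data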;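 also: 0% = ATP-challenged DMSO wells and 100% = DMSO wells without ATP; some compounds past the cut are filed as inactive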
#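 Material – parental CHO cells · Reagent – ATP stimulus · Compound – single nominal dose of 5.6 µM per compound · Detection – Fluo-8 fluorescence · Read-out basis – percent inhibition of calcium signal · Controls – ATP-challenged DMSO wells low, unchallenged DMSO wells high · Repeats – no replicates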
# Active calls of the source: *; / = not tested or not shown.
SMILES,OXTR potentiator,CHO-K1 Ca PAM,M1 ag parental,V1aR counter,CHO-K1 Ca antag,TAAR1 antagonist,TAAR1 agonist,CHRM1 agonist,CHO parental Ca
Cc1cc(C)c(CN2CCN(C(=O)CC[C@H]3O[C@@H](n4ccc(=O)[nH]c4=O)[C@H](O)[C@@H]3O)CC2)c(C)c1,/,2.6,-0.1,/,-9.8,-10.6,-0.3,-3.4,/
CNC(=O)c1ccc(-n2nc(C)cc2-c2ccccc2)cc1,-8.8,13.5,0.2,1.0,-11.0,-9.9,8.5,-3.1,-9.1
Cc1ccc(S(=O)(=O)N(C)S(=O)(=O)c2ccc(C)cc2)cc1,-6.2,6.2,-0.4,0.4,-10.4,-1.4,5.5,-5.8,-11.5
CCNC(=S)N1CCN(CCN=CC2=C(O)CC(C)(C)CC2=O)CC1,-4.3,10.5,0.9,0.4,-9.5,-17.1,1.6,-4.9,-4.8
COc1ccccc1N1CCN(CC(=O)Nc2c(C)n[nH]c2C)CC1,-2.6,14.0,0.3,0.6,-5.8,-5.5,9.9,-2.6,-8.5
O=C(COc1ccccc1Br)NCCC1=CCCCC1,-11.6,14.2,-0.3,-0.7,-12.8,-2.0,22.9,-5.5,-8.0
COc1ccc(CN(C)C(=O)CNC(=O)c2ccc3ccccc3c2)c(OC)c1,-4.3,5.1,5.3,4.7,-9.8,-25.6,-1.1,-2.9,-28.4
CC(=O)N1CCN=C1SCc1ccc(C)cc1,7.1,-7.9,-0.2,-0.2,4.4,-11.5,5.2,2.3,8.6
O=C(Nc1ccccc1)N(Cc1ccc2c(c1)OCO2)Cc1nc2ccccc2c(=O)[nH]1,-1.9,14.8,1.2,0.9,-7.2,15.3,8.8,-2.8,-17.8
O=C(Nc1ccc(S(=O)(=O)Nc2ncccn2)cc1)c1ccc(Br)s1,-4.5,0.2,-0.7,-0.2,-8.0,-12.8,4.2,0.0,-4.2
CCOc1ccc(-n2ccnc2)nn1,2.6,16.1,0.6,-0.2,-12.7,-13.0,3.7,-4.7,-3.8
Fc1ccc2nc3n(c2c1F)CCCCCC3,0.6,21.6,0.6,-0.1,-20.8,-5.9,11.7,-8.5,-1.5
NS(=O)(=O)c1ccc(CCNC(=O)c2ccc3c(c2)OCO3)cc1,-0.6,13.4,1.0,1.0,-12.0,-25.4,1.5,-2.5,-5.5
O=C1/C(=C/c2cccnc2)Sc2ccccc21,0.1,21.0,0.6,0.2,-8.4,6.2,8.2,9.1,-17.4
O=C(OCc1nc2ccccc2s1)c1cnccn1,-13.4,-4.2,0.0,-0.8,9.6,-11.6,4.5,-3.5,-4.7
COc1ccc(CC2(CO)CCN(Cc3ccncc3)CC2)cc1,3.1,-2.2,0.4,1.8,-13.3,-10.3,4.5,-7.9,-7.8
Cc1ccc(C)c(N2CCN(C(=O)CCc3nc(-c4ccccc4C)no3)CC2)c1,/,7.7,1.7,/,0.7,13.6,0.0,-3.3,-31.9
COc1ccc(C2=NN(c3ccccc3)C(c3ccc(OC)c(OC)c3)C2)cc1 (centres undefined),-3.5,6.2,0.9,0.6,0.5,-5.1,-0.3,1.1,-12.6
COc1ccc(CCNC(=O)C2CCN(C(=O)c3ccc(Cl)cc3)CC2)cc1OC,5.8,-9.6,0.5,-0.4,5.7,-7.5,0.4,-2.8,-16.5
CCOC(=O)C1=C(c2ccccc2)O/C(=C(\C(=O)OC)C(F)(F)F)S1,-10.6,-2.7,-0.2,0.2,0.2,-8.3,11.5,-1.1,-13.6
COc1cc(NS(=O)(=O)c2ccc(NC(=O)c3ccc(S(=O)(=O)N4CCCCC4)cc3)cc2)ncn1,7.1,13.1,-0.2,0.2,8.9,-9.0,0.9,-5.4,-4.1
Cc1oc(-c2cc(F)ccc2F)nc1CN1CCN(c2ncnc3ccccc23)CC1,-23.9,12.4,10.2,7.4,-8.1,22.2,7.9,-2.8,12.0
O=S1(=O)NC(C2CC2c2ccccc2)CCO1 (centres undefined),2.4,-14.5,0.9,0.6,8.9,8.3,1.8,-7.7,-8.3
Cc1ccc(CN(C)CC(=O)Nc2ccccc2C(=O)NC2CC2)o1,-3.9,1.7,0.7,0.8,-12.6,10.2,20.5,-1.2,-30.6
CSc1cccc(NC(=O)C2CCCN(S(=O)(=O)c3ccc(F)cc3)C2)c1 (centres undefined),-6.8,3.7,2.2,1.3,6.3,56.0*,12.3,-5.5,-4.3

# Remaining list, next part:
SMILES,OXTR potentiator,CHO-K1 Ca PAM,M1 ag parental,V1aR counter,CHO-K1 Ca antag,TAAR1 antagonist,TAAR1 agonist,CHRM1 agonist,CHO parental Ca
CC1=C/C(=N\S(=O)(=O)c2ccccc2)C(C(C)C)=CC1=O,-5.8,16.9,1.0,2.9,-1.3,8.2,5.9,-2.7,-20.4
O=C1N/C(=N\N=C\c2cccs2)SC1Cc1ccc(Cl)cc1Cl (centres undefined),-1.6,11.7,0.8,-0.1,-11.6,-17.8,3.6,0.1,-5.8
NC(N)=Nc1nc2ccc([N+](=O)[O-])cc2[nH]1,-17.3,4.4,1.3,0.1,-12.0,-6.4,3.4,-1.5,-3.4
O=C(/C=C/c1ccc(Cl)cc1)Nc1ccc(N2CCOCC2)cc1,-1.0,-7.3,0.8,0.3,-0.4,-8.1,0.2,-4.2,-13.4
Cc1ccc(C(=O)OCC(=O)NCCNC(=O)COC(=O)c2ccc(C)s2)s1,-4.5,-4.5,0.2,0.1,0.9,-7.0,-1.8,-2.2,-18.4
CCN(CC)CCn1c(NCc2ccccn2)nc2ccccc21,-7.4,23.0,0.6,0.6,-57.0,-9.2,1.5,-11.0,-3.5
Cc1nc(SCC(=O)NCc2ccccc2)c2c(=O)n(C)c(=O)n(C)c2n1,-5.7,8.1,0.1,0.2,-2.3,-3.7,1.7,-2.7,-4.1
Nc1nnc(SCc2nc3scc(-c4ccccc4)c3c(=O)[nH]2)s1,-20.1,5.6,8.9,6.3,4.0,-5.4,13.9,2.6,7.8
CC(C(=O)NCC1CCCCC1)N1CCN(S(=O)(=O)c2ccccc2F)CC1 (centres undefined),-12.0,11.9,5.2,0.7,-10.1,-16.3,4.3,-4.3,-9.7
COc1ccc(C2CC3(CC(C)(C)NC(=O)N3)Oc3cc(O)ccc32)cc1 (centres undefined),1.1,9.5,0.4,0.4,-14.5,-4.3,5.1,-2.3,-12.5
CC(=O)c1c(C)[nH]c(C(=O)NNC(=O)COc2ccc(Cl)cc2C)c1C,2.8,-5.8,1.2,14.3,-0.3,-25.5,3.9,-2.2,-12.9
CN=CC1=C(O)c2ccccc2C1=O,0.5,12.2,-0.2,0.2,-4.8,-12.6,0.2,-4.9,2.7
O=C(O)CSc1cc(NS(=O)(=O)c2ccc(Cl)cc2)c2ccccc2c1O,0.8,13.5,2.8,-0.1,-12.5,0.5,1.8,-3.0,-10.0
Cc1ccc(OCC(=O)Nc2ccc(N3CCN(C(=O)c4ccco4)CC3)cc2)cc1C,-30.8,-9.6,15.5*,8.2,9.8,39.5,9.4,1.7,4.5
COc1ccc2nc(NC(=O)CCc3cc(OC)c(OC)c(OC)c3)sc2c1,-6.8,1.3,1.3,-0.5,-5.2,-0.5,4.4,-2.8,-23.1
CC1CC(C)CN(C(=O)c2ccncc2)C1 (centres undefined),-11.6,9.4,0.0,-0.3,-9.4,1.2,5.4,-2.5,-8.3
COC(=O)[C@]12CCCCC=C1N(Cc1ccccc1)C(=O)[C@H](CC(=O)NCCCCc1ccccc1)C2,/,17.5,1.7,/,-17.1,41.1,9.4,/,/
CCCn1c(Nc2ccc(Cl)cc2)nc2ccccc21,-0.2,10.0,2.5,-0.9,-7.2,6.5,6.5,-7.3,-23.0
O=C(O)c1ccccc1NC(=O)N1CCOCC1,-10.4,15.6,0.7,-0.1,-0.3,-2.4,15.9,-2.6,-10.2
O=C(O)CC(=O)Nc1ccccc1C(=O)O,4.2,23.2,0.8,0.8,-5.0,-1.8,17.1,-0.1,-4.3
CCOC(=O)C1CCN(C(=O)c2ccccc2N(C)S(=O)(=O)c2ccccc2)CC1,-8.2,-7.4,0.1,0.3,8.6,-13.2,2.7,-1.9,-19.4
O=C(Nc1ccc(NS(=O)(=O)c2ccccc2)cc1)c1ccccc1,-8.8,-15.8,1.6,4.7,0.0,12.1,-2.9,-3.7,-11.4
COc1ccccc1N(CC(=O)NC1CCCC1)C(=O)CCC(=O)Nc1cc(C)on1,-12.5,4.7,0.4,-0.4,5.0,-8.0,2.1,-3.4,-15.2
N#C/C(C(=O)N1CCCCC1)=C1\Nc2ccccc2S1,-6.4,-2.4,1.6,1.1,-2.9,5.1,1.3,-2.1,-7.6
C(=N\Nc1nc(N2CCCC2)nc(N2CCCC2)n1)/c1cccnc1,-6.6,8.1,0.3,1.3,-3.7,-7.7,2.4,-4.5,-2.2
O=C(O[C@@H]1[C@H](Cc2ccccc2)NS(=O)(=O)[C@H]2C[C@@H]3C=C[C@]12O3)c1ccccc1Br,0.6,3.9,-0.1,0.9,-4.7,10.2,10.6,-3.4,-20.8
CC(C)Oc1ccc(C2c3c(oc4ccccc4c3=O)C(=O)N2CCCN2CCOCC2)cc1 (centres undefined),0.2,2.9,0.4,0.4,-0.1,16.9,6.3,-5.7,-9.6
COc1ccc(CNc2nc(-c3cccnc3)nn2C(C)=O)cc1,-8.8,-7.3,-0.1,-0.3,0.0,-22.6,2.0,-3.6,0.8
O=C(NC1CCCCC1)C1CC(=O)N(Cc2ccccc2)C1 (centres undefined),-2.7,13.3,1.2,-0.6,-17.2,-10.8,1.4,-3.3,-4.7
C#CCN1C=CC(=O)[C@@H](OC(=O)Nc2ccccc2Br)[C@H]1c1ccccc1Br,/,11.2,0.7,/,-5.7,-26.0,-1.2,-1.7,/

# Given as labelled records: three of the compounds above
> N#C/C(C(=O)N1CCCCC1)=C1\Nc2ccccc2S1
  OXTR potentiator: -6.4; CHO-K1 Ca PAM: -2.4; M1 ag parental: 1.6; V1aR counter: 1.1; CHO-K1 Ca antag: -2.9; TAAR1 antagonist: 5.1; TAAR1 agonist: 1.3; CHRM1 agonist: -2.1; CHO parental Ca: -7.6
> COC(=O)[C@]12CCCCC=C1N(Cc1ccccc1)C(=O)[C@H](CC(=O)NCCCCc1ccccc1)C2
  OXTR potentiator: /; CHO-K1 Ca PAM: 17.5; M1 ag parental: 1.7; V1aR counter: /; CHO-K1 Ca antag: -17.1; TAAR1 antagonist: 41.1; TAAR1 agonist: 9.4; CHRM1 agonist: /; CHO parental Ca: /
> O=C(O)CC(=O)Nc1ccccc1C(=O)O
  OXTR potentiator: 4.2; CHO-K1 Ca PAM: 23.2; M1 ag parental: 0.8; V1aR counter: 0.8; CHO-K1 Ca antag: -5.0; TAAR1 antagonist: -1.8; TAAR1 agonist: 17.1; CHRM1 agonist: -0.1; CHO parental Ca: -4.3
